inhibitors of VEEV = inhibitors of VEEV TC-83 cytopathic effect, confirmation, Vero cells (AID 588727) | 0.13% of 350,000 active | inhibition, % at 20 µM; hits with a dose series show IC50 in µM | Vero cells, VEEV TC-83 cytopathic effect inhibition; higher % means a stronger effect; in the data active = a potency from the dose series; inconclusive = inhibition mostly from about 14% at the one dose, without a potency; inactive = the rest, 99 in 100 with inhibition below about 12%; also: strong numbers were not always called active
Salmonella PhoP GFP = Inhibition of PhoP regulon, Salmonella typhi GFP reporter cells, confirmation, 4 h (AID 1850); Salmonella Typhi PhoP-promoter GFP reporter, fluorescence, 4 h; higher % means a stronger effect; inhibition, % at 50 µM, or IC50 in µM where a hit was titrated; 0.33% of 310,000 active; in the data active = a potency from the dose series; inconclusive = inhibition mostly from about 25% at the one dose, without a potency; inactive = the rest, 99 in 100 with inhibition below about 19%;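 also: 0% = induced wells with vehicle and 100% = uninduced wells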
M. tuberculosis HTS = M. tuberculosis growth inhibition, HTS (AID 449762); M. tuberculosis H37Rv growth inhibition, 7H9 media; higher % means a stronger effect; one-dose inhibition, % at 25 µM; IC50 in µM for titrated hits; 0.59% of 330,000 active; in the data active = a potency from the dose series; inconclusive = inhibition above about 70% without an active follow-up result;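 also: bacterial growth assessed after seven days of incubation; strong numbers were not always called active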
M. tuberculosis = growth inhibition of non-replicating M. tuberculosis (AID 488890). Mycobacterium tuberculosis non-replicating, growth inhibition; higher % means a stronger effect. inhibition, % at 25 µM, or IC50 in µM where a hit was titrated. 0.39% of 320,000 active; in the data active = a potency from the dose series; inconclusive = inhibition mostly from about 82% at the one dose, without a potency; inactive = the rest, 99 in 100 with inhibition below about 76%;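 also: plate controls were DMSO cells for no effect and high antibiotic wells for full effect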
H1N1 NS1A inhibition = NS1A inhibition, H1N1 influenza, cell based functional assay (AID 504329). 0.3% of 340,000 active. inhibition, % at 12.5 µM, or IC50 in µM where a hit was titrated. NS1A functional cell-based assay, percent inhibition; higher % means a stronger effect; in the data active = a potency from the dose series; inconclusive = inhibition above about 27% without an active follow-up result; also: strong numbers were not always called active
inhibitors of VEEV 10K pilot screen = also measured in inhibitors of VEEV; calls as there; inhibition, %; measured here: 10K pilot screen inhibition
* = called active by the depositor; i = inactive; ? = inconclusive; nt = no result given.

SMILES	inhibitors of VEEV	Salmonella PhoP GFP	M. tuberculosis HTS	M. tuberculosis	H1N1 NS1A inhibition	others
Fc1cccc(-c2cc3nc4c(c(N5CCOCC5)n3n2)CCCC4)c1	3.9%	-5%	4%	19%	1%
CC(=O)c1ccc(Oc2cc(C(F)(F)F)cnc2C(N)=O)cc1	0.6%	4%	-1%	-12%	3%
COc1ccccc1P(=O)(Cc1ccccc1)c1ccccc1 (stereo not drawn)	i	1%	7%	-2%	-22%
CC(C)C1=C2CCCCC2NC(=O)N1 (stereo not drawn)	i	9%	1%	-8%	10%
CCOc1ccc(-c2nc(CCl)cs2)cc1	1.5%	10%	-1%	50%	-1%
O=C(Cn1nnc(-c2ccc(S(=O)(=O)N3CCCC3)cc2)n1)Nc1ccccc1-n1cccc1	3.7%	-1%	-4%	-4%	3%
CN1C(=O)N(C)C2(c3ccccc3)NC(=O)NC12c1ccccc1 (stereo not drawn)	i	-1%	-2%	3%	-19%
O=C(Cn1ncc2c([nH]c3ccccc32)c1=O)NCCc1ccc(Cl)cc1	1.1%	-1%	7%	-3%	3%
Cc1cc(C)cc(NC(=O)N2CCCC2C(=O)NCc2ccco2)c1 (stereo not drawn)	1.0%	3%	5%	18%	14%
CCn1c2ccccc2c2cc(NC(=O)COC(=O)c3cc(OC)c(OC)cc3OC)ccc21	3.8%	-19%	14%	1%	-4%
COc1ccc2nc(NC(=O)c3cnccn3)sc2c1	3.2%	-1%	63%	66%	-1%
COc1ccc(-c2sc3ccc(N4CCOCC4)cc3c2C#Cc2ccsc2)cc1	7.5%	nt	-2%	37%	6%
CC1CC(=O)C(C2c3ccccc3CCN2C(=O)CCl)C(=O)C1 (stereo not drawn)	0.6%	-9%	3%	15%	1%
Cc1ccc(NC(=O)c2cc3c(s2)CCCC3)cc1S(=O)(=O)Nc1ccccc1Cl	0.3%	1%	17%	47%	-5%
COc1cc(OC)nc(Oc2ccccc2C(=O)Oc2ccc(C)cc2)n1	1.2%	1%	-6%	22%	-9%
O=C(CCc1nnc(-c2ccccc2)o1)NCc1cc(F)ccc1F	0.1%	-26%	9%	37%	2%
CCOc1ccc2c(c1)sc1nc(C(=O)OC)cc(=O)n12	1.1%	5%	8%	-4%	0%
CC(C)(C)c1ccc(C(=O)Nc2ccc(Oc3cccnc3)nc2)cc1	0.3%	-3%	12%	31%	nt
CC(=O)c1ccc(NC(=O)CSc2ccc3nnc(-c4cccnc4)n3n2)cc1	0.2%	-5%	2%	-4%	-2%
N#Cc1c(N)nc2c(c1-c1ccc3c(c1)OCO3)CCc1ccccc1-2	7.0%	-5%	?	28%	-13%
O=C(Cc1c(F)cccc1Cl)NCC1CCCO1 (stereo not drawn)	0.1%	-1%	1%	-3%	-4%
NC1=C(c2ccc([N+](=O)[O-])cc2)C(=O)CO1	1.1%	0%	-4%	-7%	2%
CN1CCN(C(=O)c2cc3c(ccc4ccccc43)oc2=O)CC1	1.4%	-6%	-3%	-2%	12%	inhibitors of VEEV 10K pilot screen=0.0
O=S(=O)(c1ccccc1)N(CC1CO1)c1ccccc1 (stereo not drawn)	5.8%	-3%	0%	10%	0%
CN1CCCN(S(=O)(=O)c2ccccc2)CC1	i	1%	5%	-2%	-1%
Cn1cc([N+](=O)[O-])c(C(=O)Nc2nc(-c3ccc(Cl)cc3)cs2)n1	8.3%	4%	-7%	8%	-2%
COc1ccc(N2CCN(c3nc(Nc4ccc(C)c(F)c4)nc(N4CCCC4)n3)CC2)cc1	2.2%	-1%	-6%	-2%	16%
CN(C)c1ccc(C=NC(CO)C(O)c2ccc([N+](=O)[O-])cc2)cc1 (stereo not drawn)	i	4%	-13%	-5%	-25%
C/C(=N/Nc1ccc(C(=O)O)cc1)c1ccc2c(c1)Nc1ccccc1S2	1.4%	nt	nt	nt	6%
CCN(CC(=O)Nc1ccc(NC(C)=O)cc1)C(=O)c1cc(-c2ccccc2Cl)nc2ccccc12	8.7%	nt	nt	nt	2%
CCN(CC)S(=O)(=O)c1ccc(NC(=O)C2c3ccccc3Oc3ccccc32)cc1	1.0%	-5%	6%	34%	-9%
COc1ccc(C2=NOC(Cn3c(Cc4ccc(Cl)cc4)nc4c3c(=O)n(C)c(=O)n4C)C2)cc1 (stereo not drawn)	5.9%	-1%	-5%	14%	13%
Cc1cccc(-n2c(SCC(=O)O)nc3sc4c(c3c2=O)CCC4)c1	i	-4%	-7%	-6%	12%
CCc1ccccc1NCc1cc(=O)oc2cc(C)ccc12	1.0%	2%	8%	10%	-12%
COCc1cc(C)nc(OCC(=O)N/N=C/c2ccc(-c3cccc([N+](=O)[O-])c3)o2)c1C#N	nt	8%	8%	15%	nt
Cc1c(Br)cc(C(=O)NC2CCCCC2)c(C)c1C	0.2%	-12%	59%	9%	-2%
O=C(CCNC(=O)c1ccc(Br)cc1)NC1CCCc2ccccc21 (stereo not drawn)	9.3µM*	6%	-7%	4%	5%
NC(=O)CSc1nnc(NC(=O)C2CC(=O)N(c3ccc(F)cc3)C2)s1 (stereo not drawn)	1.6%	-8%	-3%	-2%	21%
Cc1nn(-c2ccccc2)c(C)c1NC(=O)COc1ccc(C#N)cc1	9.6%	5%	3%	-14%	-13%
O=C(NNC(=O)C1CCN(c2ncccn2)CC1)c1ccccc1	1.6%	14%	2%	10%	-11%
Cc1cc(C)nc(NNC(=O)NC2CCCCC2)n1	i	-10%	-2%	8%	-1%
CCCCOc1ccc(C(=O)N2CCNC(=O)C2CC(=O)OC(C)C)cc1 (stereo not drawn)	0.6%	-7%	8%	9%	-2%
Oc1c(N=NC(=S)Nc2ccccc2F)c2ccccc2n1Cc1cccc(Cl)c1	1.1%	5%	7%	-4%	-3%
Cc1ccc(/C=N/n2cnc3sc4c(c3c2=O)CCCC4)o1	2.0%	-18%	-6%	17%	10%
CC(C)(C)c1ccccc1NC(=O)NC1CCN(Cc2c(F)cccc2Cl)CC1	1.4%	12%	0%	-4%	nt
CC(=O)c1cc(C)ccc1OC(=O)c1cccc2nc(C)oc12	0.2%	-7%	2%	2%	0%
COc1ccccc1NC(=O)CSCc1cc(=O)n2ccsc2n1	1.0%	-8%	4%	3%	7%
Cc1nc2sc(C(c3cccc(F)c3)N3CCN(C(=O)c4ccco4)CC3)c(O)n2n1 (stereo not drawn)	1.1%	12%	-3%	-3%	3%
O=C(O)c1cc(S(=O)(=O)Nc2cccc(S(=O)(=O)N3CCCC3)c2)ccc1Cl	0.7%	nt	nt	nt	8%
CC1CCCCN1CCCNC(=O)c1nn(C)c2c1CSc1ccccc1-2 (stereo not drawn)	5.7%	10%	4%	29%	-6%

Of the compounds above, 3 contain an aryl thioether with sulfur outside any ring:
SMILES	inhibitors of VEEV	Salmonella PhoP GFP	M. tuberculosis HTS	M. tuberculosis	H1N1 NS1A inhibition	others
CC(=O)c1ccc(NC(=O)CSc2ccc3nnc(-c4cccnc4)n3n2)cc1	0.2%	-5%	2%	-4%	-2%
Cc1cccc(-n2c(SCC(=O)O)nc3sc4c(c3c2=O)CCC4)c1	i	-4%	-7%	-6%	12%
NC(=O)CSc1nnc(NC(=O)C2CC(=O)N(c3ccc(F)cc3)C2)s1 (stereo not drawn)	1.6%	-8%	-3%	-2%	21%

Later entries:
SMILES	inhibitors of VEEV	Salmonella PhoP GFP	M. tuberculosis HTS	M. tuberculosis	H1N1 NS1A inhibition	others
CCN(Cc1cnn(C)c1)C(=O)c1ccc(OC2CCN(S(=O)(=O)N(C)C)CC2)cc1	1.1%	-13%	7%	-5%	-10%
CC(C)(C)c1cc(NC(=O)Nc2ccccc2OC(F)(F)F)no1	2.7%	7%	13%	13%	17%
O=C(Nc1ccc2c(c1)OCCO2)NC1(C(F)(F)F)Oc2ccccc2O1	i	-1%	-2%	nt	31%
O=C(c1c[nH]c(C(=O)N2CCN(Cc3ccccc3)CC2)c1)C1CCCCC1	i	-5%	10%	39%	-6%
O=C(NC1CCCc2ccccc21)N[C@@H](Cc1ccccc1)C(=O)O (stereo partly drawn)	4.0%	10%	-7%	-4%	-20%
Cc1ccc(CNCCNCCO)s1	i	-2%	-1%	9%	-2%
O=C(Cc1ccc(Cl)cc1)Nc1ccc(-c2cc3ccccc3oc2=O)c(Cl)c1	i	13%	20%	19%	-9%
O=C1/C(=C/c2ccccc2F)SC(=S)N1CC(=O)N1CCCCC1c1cccnc1 (stereo not drawn)	?	-19%	65%	0%	18%
CCCCCNC(=O)Cc1ccc(S(=O)(=O)N2CCOCC2)s1	3.2%	3%	-5%	8%	-5%
COc1ccc(OC)c(N(CC(N)=O)S(=O)(=O)c2ccc(OC)c(OC)c2)c1	1.3%	-14%	-1%	8%	-2%
COCCCNC(=O)C1CCCCN1S(=O)(=O)c1ccc(F)cc1 (stereo not drawn)	i	10%	-2%	-5%	-8%
O=C(NCCC1CCCCN1S(=O)(=O)c1ccccc1)C(=O)NCc1ccccn1 (stereo not drawn)	0.6%	-1%	5%	0%	-5%
CC1CCc2sc(C(=O)NCc3ccccn3)cc2C1 (stereo not drawn)	i	4%	4%	68%	1%
CC1=CCC(C(=O)O)(C(=O)N/N=C/c2cccs2)C(c2ccc([N+](=O)[O-])cc2)C1 (stereo not drawn)	i	6%	-7%	13%	1%
CC(=O)c1cc(C)ccc1OC(=O)c1ccncc1	i	-3%	-11%	3%	2%
O=C(CCCN=C1NS(=O)(=O)c2ccccc21)OCC(=O)c1ccccc1Cl	i	-2%	-4%	67%	11%
CC(C)(CN1CCN(c2ccccc2)CC1)NS(=O)(=O)c1ccccc1	13%	23%	10%	9%	17%
Cc1cc(C)cc(SCc2noc(C(=O)NCC3CC3)c2C(=O)NCC2CC2)c1	nt	-6%	-4%	3%	nt
Cc1cc(C)cc(N2CN=c3s/c(=C\c4ccco4)c(=O)n3C2)c1	0.8%	-5%	-3%	7%	17%
Cc1cc(C)n2nc(SCc3c(F)cccc3Cl)nc2n1	2.2%	-10%	6%	15%	0%
O=C(O)c1ccc(NC(=O)c2ccccc2NC(=O)c2ccccc2Cl)cc1	0.1%	-1%	11%	-5%	-6%
O=C(NNC(=O)c1cccnc1)Nc1ccc([N+](=O)[O-])cc1	2.9%	2%	-1%	4%	-4%
CCc1nc2sc3c(c2c(=O)n1NC(=O)CCl)CCCC3	i	-2%	-20%	18%	4%
CS(=O)(=O)N(CC(=O)Nc1ccc2c(c1)OCO2)Cc1ccccc1	0.3%	13%	-2%	-2%	-2%
Cc1ccccc1CSc1ncnc2ccccc12	4.5%	-10%	12%	34%	3%
COc1cccc(C(C)N(C)Cc2nc(COc3ccccc3)no2)c1 (stereo not drawn)	2.1%	2%	-6%	29%	-17%
Nc1nc2c(ncn2C2C[C@H](O)[C@@H](CO)O2)c(=O)[nH]1 (stereo partly drawn)	7.7%	-23%	-3%	7%	-6%
O=C(c1cc2ccccc2o1)N1CCN(C/C=C/c2ccccc2)CC1	2.4%	6%	17%	44%	5%
c1ccc2c(Cn3ccnc3)c[nH]c2c1	i	7%	-9%	-7%	-10%
CCCn1c(SCC(=O)Nc2nnc(C)s2)nnc1C1CC1	2.1%	-9%	3%	-9%	-12%

Random excerpt: 5 entries already listed, in no set order.
SMILES	inhibitors of VEEV	Salmonella PhoP GFP	M. tuberculosis HTS	M. tuberculosis	H1N1 NS1A inhibition	others
O=C(c1cc2ccccc2o1)N1CCN(C/C=C/c2ccccc2)CC1	2.4%	6%	17%	44%	5%
Nc1nc2c(ncn2C2C[C@H](O)[C@@H](CO)O2)c(=O)[nH]1 (stereo partly drawn)	7.7%	-23%	-3%	7%	-6%
CS(=O)(=O)N(CC(=O)Nc1ccc2c(c1)OCO2)Cc1ccccc1	0.3%	13%	-2%	-2%	-2%
COc1cccc(C(C)N(C)Cc2nc(COc3ccccc3)no2)c1 (stereo not drawn)	2.1%	2%	-6%	29%	-17%
O=C(O)c1ccc(NC(=O)c2ccccc2NC(=O)c2ccccc2Cl)cc1	0.1%	-1%	11%	-5%	-6%

Going on with the list:
SMILES	inhibitors of VEEV	Salmonella PhoP GFP	M. tuberculosis HTS	M. tuberculosis	H1N1 NS1A inhibition	others
O=C(COc1ccccc1)N1CCN(c2ncnc3c2cnn3-c2ccccc2)CC1	8.0%	-5%	4%	12%	-17%
OC(CSc1c(Cl)cccc1Cl)CN1CCN(c2ccccc2F)CC1 (stereo not drawn)	i	4%	55%	24%	5%
O=C(OCn1ncc(Cl)c(Cl)c1=O)c1cccc(C(F)(F)F)c1	i	2%	?	?	0%
CC(C)Cc1ccc(S(=O)(=O)N2CCOCC2)cc1	1.2%	-5%	1%	10%	-6%
CC(C)[C@@H](C(=O)NC1CC1)N1C(=O)N2CCc3c([nH]c4ccccc34)[C@@]2(C)C1=O	0.8%	-11%	-15%	nt	3%
COc1ccc(CN2C(=O)c3cccc4cccc(c34)C2=O)cc1	i	10%	-2%	6%	-8%
OCCC1CN(Cc2cccc3nonc23)CCN1C1CCCCC1 (stereo not drawn)	i	-3%	6%	0%	-5%

High-throughput results (PubChem BioAssay)
